Screens: PubChem, several laboratories
PMI activator: activators of human phosphomannose isomerase; P34949; purified human PMI, coupled resazurin fluorescence, 20 min; hits give high values; 1 = vehicle control, 0 substrate-free wells; activation factor at 20 µM; 190,000 tested, 0.005% active;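 active means activation factor of 2 or more at 20 µM, relative to plate controls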
Target sequence (P34949 whole entry, looked up): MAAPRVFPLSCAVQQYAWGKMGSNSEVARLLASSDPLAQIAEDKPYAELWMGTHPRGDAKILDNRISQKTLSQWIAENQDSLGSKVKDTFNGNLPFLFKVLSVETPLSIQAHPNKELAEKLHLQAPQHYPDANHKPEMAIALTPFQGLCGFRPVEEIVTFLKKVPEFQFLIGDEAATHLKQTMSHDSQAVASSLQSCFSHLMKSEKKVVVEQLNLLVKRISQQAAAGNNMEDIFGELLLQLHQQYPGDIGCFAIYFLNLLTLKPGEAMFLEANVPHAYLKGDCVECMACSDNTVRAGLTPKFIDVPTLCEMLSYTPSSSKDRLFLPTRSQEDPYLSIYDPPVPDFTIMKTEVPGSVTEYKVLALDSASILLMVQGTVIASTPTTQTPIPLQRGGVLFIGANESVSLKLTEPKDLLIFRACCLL
Diaph act CS: activates diaphorase or chemically reduces, flagging diaphorase assay artifacts; Diaphorase/resazurin coupled assay, resorufin fluorescence, 16 min; hits give high values; 1 = vehicle wells, 0 = NADH-free wells; activation factor at 20 µM; 190,000 tested, 0.005% active; AID 1229;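 active means diaphorase activity raised at least twofold by the compound at 20 µM; inactive means activation factor below 2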
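Material: bacterial diaphorase enzyme (C. kluyveri); amount: enzyme 0.07 U/mL final; reagent: NADH substrate 0.114 mM plus resazurin dye 0.1 mM, final; doses: single compound dose of 20 µM, 1% DMSO final; timing: 16 min enzyme reaction, ambient temperature; measured by: fluorescence of resorufin, 544 nm excitation, 590 nm emission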
TNAP inh hi DEA: TNAP (human) inhibition, high acceptor; P05186; purified TNAP, CDP-star luminescence, 1 M DEA; inhibition, % at 20 µM; 200,000 tested, 0.03% active; AID 1135;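 active means over 50% inhibition of tissue-nonspecific alkaline phosphatase at 20 µM in the single-dose screen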;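 further: plate controls were DMSO wells for no effect and EDTA-quenched wells as full inhibition for full effect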
Target sequence (P05186 whole entry, looked up): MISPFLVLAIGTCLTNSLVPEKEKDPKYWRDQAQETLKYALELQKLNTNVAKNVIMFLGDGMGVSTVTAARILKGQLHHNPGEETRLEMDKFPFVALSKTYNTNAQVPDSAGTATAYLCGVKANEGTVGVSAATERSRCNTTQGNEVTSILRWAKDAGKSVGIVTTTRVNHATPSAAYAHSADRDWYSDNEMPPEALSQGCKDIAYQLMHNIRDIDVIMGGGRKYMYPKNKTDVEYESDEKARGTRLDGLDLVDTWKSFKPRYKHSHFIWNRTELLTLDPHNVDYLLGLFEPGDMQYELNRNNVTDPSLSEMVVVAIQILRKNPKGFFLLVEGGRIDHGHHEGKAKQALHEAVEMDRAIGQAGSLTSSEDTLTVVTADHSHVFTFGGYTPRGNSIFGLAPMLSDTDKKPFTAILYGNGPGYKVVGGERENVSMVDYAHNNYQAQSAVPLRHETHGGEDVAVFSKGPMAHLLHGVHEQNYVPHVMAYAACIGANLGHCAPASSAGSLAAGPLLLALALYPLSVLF
FLuc act counter: firefly luciferase counter-screen for stimulation assays; activation factor at 10 µM; P08659; ATPlite luciferase biochemical, luminescence, 10 min; 0 = ATP-free wells, 1 = DMSO control; 200,000 tested, under 10 active;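 active means luciferase activation factor, scaled between plate controls, of at least 2 with compound at 10 µM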
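Assay system – cell-free luciferase reagent · Medium – PBS-based ATP solution · Dosing – test compounds dosed from 2 mM stocks in 100% DMSO · Timing – 10 min, room temperature · Technique – light output (luminescence) · Measure – luminescence gain marking luciferase activators · Controls – No-ATP low control, compound-free enzyme-plus-ATP high control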
G6PDH CS: inhibits Leuconostoc G6PDH, flagging false hits in G6PDH-based assays; 200,000 tested, 0.12% active; inhibition, % at 5 µM; Purified L. mesenteroides G6PDH, diaphorase/resazurin coupled fluorescence, 45 min; in the data active means inhibition above about 50%
TNAP inh noacc: blocks human TNAP activity with no phosphate acceptor present; P05186; inhibition, % at 20 µM; 200,000 tested, 0.26% active; AID 1012; purified TNAP, CDP-star luminescence, 30 min;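 active means tissue-nonspecific alkaline phosphatase inhibition above about 50% at 20 µM in the single-dose screen, limit read from the data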;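 further: 0% = DMSO negative control and 100% = EDTA positive control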
TNAP act hi DEA: activators of human TNAP at high phosphate acceptor concentration. P05186. purified TNAP, CDP-star luminescence, 1 M DEA, 30 min; hits give high values; 0 = EDTA background, 1 = DMSO-only activity. activation factor at 20 µM. 200,000 tested, under 10 active;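 active means activation factor at least 2 at 20 µM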
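system = human TNAP | amount = enzyme diluted 1/800 final | reagent = 100 µM CDP-star substrate | signal = luminescent substrate turnover signal | dosing = one dose, 20 µM | benchmarks = EDTA negative control, DMSO positive control | measure = activation factor | timing = 30 min reaction, room temperature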
PMI act satM6P: PMI (human) activation, high substrate; activation factor at 20 µM; P34949; coupled PMI enzyme assay, resazurin fluorescence, 20 min; hits give high values; 1 = untreated enzyme, 0 = substrate-free blank; 190,000 tested, 0.34% active;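 active means activation factor of 2 or more at 20 µM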
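Test system: human phosphomannose isomerase with PGI, G6PDH, diaphorase coupling enzymes; Amount: PMI at 15 ng/mL final; Reagent: Mannose-6-phosphate 1.0 mM (near-saturating) plus 0.22 mM NADP+; Timing: 20 min, room temperature; Technique: resorufin fluorescence at Ex 544/Em 590 nm; Dosing: 20 µM single dose.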
HMGR II inh: blocks class II HMG-CoA reductase of Enterococcus faecalis; purified E. faecalis HMGR, NADPH absorbance 340 nm kinetic; inhibition, % at 10 µM; 190,000 tested, 0.41% active; AID 1066;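 active means inhibition above a set limit, the median over all tested compounds plus 3 SD, cut at about 9.5% in these data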;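 further: enzyme runs in reverse so mevalonate oxidation gives rising NADPH absorbance; 0% = complete reaction with DMSO and 100% = background rate lacking mevalonate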
Diaph inh CS: counter-screen for diaphorase-based assays: diaphorase inhibitors and chemical oxidizers | 190,000 tested, 0.69% active | AID 1217 | inhibition, % at 20 µM | diaphorase resazurin-to-resorufin fluorescence, NADH, 16 min; bacterial (C. kluyveri) enzyme, not human;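 active means primary screen inhibition at 20 µM above a set limit, cut at about 50% in these data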;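 further: plate controls were DMSO with full reaction for no effect and wells lacking NADH for full effect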
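Detection: fluorescence of resorufin formed from resazurin, Ex 544/Em 590 nm; test system: Clostridium kluyveri diaphorase enzyme; amount: 0.14 U/mL diaphorase, enzyme working solution; times: 16-min room-temperature incubation before reading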
* hit, by the source's call; . = not tested or not shown. Random draw from the library (roughly 1.7% active in at least one column).

#	SMILES	PMI activator	Diaph act CS	TNAP inh hi DEA	FLuc act counter	G6PDH CS
1	CCOc1cc(C)c(Cl)cc1S(=O)(=O)NCc1ccco1	1	1.1	-5	1	12
2	C=C(C)COc1ccc(-c2n[nH]c(C)c2-c2ccc(Br)cc2)c(O)c1	0.9	0.8	-8	1	15
3	COc1ccc(C(=O)n2nc(-c3ccc(OC)cc3)nc2N)cc1	0.9	0.9	-1	1.1	13
4	CC(C)CC(NS(=O)(=O)c1ccc2c(c1)oc(=O)n2C)C(=O)NCc1cccnc1 (stereo not drawn)	0.9	0.9	-6	1	-2
5	Cc1cc(C(=O)CSc2ccc3c(c2)OCCO3)c(C)n1C1CC1	1	0.9	-2	0.9	9
6	CCCCC(=O)Nc1ccc(C(=O)NNC(=O)CCCOc2ccc(Cl)cc2Cl)cc1	1	0.9	0	1	-16
7	Cc1ccc(NC(=O)C(C)c2ccc(-c3ccccc3)c(F)c2)c(C)c1 (stereo not drawn)	1.1	1	2	0.9	-6
8	CCOC(=O)CSc1nc(N)nc(C)c1Cl	.	.	4	1	13
9	COc1ccc(N2CCN(C(=O)CCNC(=O)c3ccc(C(C)(C)C)cc3)CC2)cc1	0.7	0.7	-4	1	2
10	Nc1n[nH]c2cc(=O)n(-c3ccc(Cl)cc3)nc12	1.4	0.7	-2	1.1	8
11	CC(NC(=O)COc1ccccc1-c1ccccc1)c1ccccc1 (stereo not drawn)	0.8	0.9	-1	1	7
12	CC(C)C(=O)NC(=S)Nc1ccc(S(=O)(=O)Nc2nccs2)cc1	1	1	2	1	4
13	O=C1c2ccccc2C(=O)N1CCSC(=S)N1CCOCC1	0.9	0.9	-4	0.9	15
14	COC(=O)c1ccc(NC(=O)c2cccc(Cl)c2)o1	0.9	1	4	1	0
15	CCC(=O)Nc1ccc(S(=O)(=O)Nc2ccccn2)cc1	0.9	1	0	1	23

#	TNAP inh noacc	TNAP act hi DEA	PMI act satM6P	HMGR II inh	Diaph inh CS
1	2	1.1	1.1	-4	-10
2	-12	1.1	0.9	-4	17
3	-7	1	1	-5	11
4	-15	1.1	1	2	14
5	-16	1	1	1	10
6	-25	1	1	1	11
7	-4	1	1.1	-3	-4
8	-5	1	.	-1	.
9	-16	1	0.7	3	29
10	-2	1	1.2	2	30
11	-8	1	0.9	1	9
12	-1	1	1	-7	4
13	-8	1	0.8	2	13
14	-4	1	1	-7	1
15	2	1	0.9	-6	-4

(listing goes on)
#	SMILES	PMI activator	Diaph act CS	TNAP inh hi DEA	FLuc act counter	G6PDH CS
16	O=C(CN1CCN(c2ccc(F)cc2)CC1)N1CCC(Cc2ccccc2)CC1	0.8	0.8	-2	1.1	-3
17	CCn1c(SCC(=O)NCc2ccco2)nnc1-c1ccncc1	1.1	1.1	-5	1.1	8
18	c1ccc2c(c1)OCCOCCOCCOCCOc1ccccc1OCCOCCOCCO2	1	0.9	-7	1.1	-5
19	O=C(NCCN1CCOCC1)c1ccc2c(c1)N(Cc1cccc(F)c1)C(=O)c1ccccc1S2	1.1	0.9	-5	1.1	0
20	COC(=O)C1CCN(C(=O)COC(=O)CC(NC(N)=O)c2ccc(Cl)cc2)CC1 (stereo not drawn)	0.9	0.9	-6	1.1	3
21	CC(C)c1ccc(N(C(=O)c2csnn2)C(C(=O)NC(C)(C)C)c2cccnc2)cc1 (stereo not drawn)	1	1.1	-3	1.1	9
22	CCc1c(C)sc(NC(=O)C2CCCCC2C(=O)O)c1C(N)=O (stereo not drawn)	0.3	0.9	-2	1	1
23	Cc1ccc(CSCC(=O)NCc2cccs2)cc1	1	0.8	-6	1	1
24	O=C(CNC1CCCCC1)Nc1ccc([N+](=O)[O-])cc1C(=O)Nc1ccccc1F	1.1	1	-1	1.1	4
25	CCOC(=O)c1ccc(-n2c(CN3CCN(CC)CC3)nc3ccc([N+](=O)[O-])cc3c2=O)cc1	1	0.9	-4	1.1	4
26	COCCNC(=O)CCCn1c(=O)c2ccccc2n(CC(=O)NCCC2=CCCCC2)c1=O	0.9	0.8	-6	1.1	-5
27	O=C(CSc1nc2ccccc2o1)Nc1ccccc1N1CCCCCC1	0.8	0.8	-8	1.1	8
28	CSc1nc(C)cc(OCCO)n1	0.9	0.9	-7	1	14
29	CCN(c1cccc(C)c1)S(=O)(=O)c1ccc2c3c(cccc13)C(=O)N2	0.9	0.7	0	1	-1
30	CN1CCCN(Cc2nc(-c3ccc(Cl)cc3)no2)CC1	0.9	0.9	-9	1	5

#	TNAP inh noacc	TNAP act hi DEA	PMI act satM6P	HMGR II inh	Diaph inh CS
16	-12	1	0.9	-3	22
17	-8	1.1	1.1	-4	-8
18	-8	1.1	1	-6	7
19	-6	1.1	1	-5	15
20	-13	1.1	1	3	6
21	-9	1	1.1	-1	-6
22	-18	1	0.6	1	10
23	-14	1.1	0.9	-2	17
24	-3	1	1	-3	-1
25	5	1	0.9	-3	12
26	-13	1.1	0.9	3	16
27	-10	1.1	0.9	1	22
28	-4	1.1	1	-5	6
29	0	1	0.8	0	28
30	-10	1.1	1	0	14

Further records
#	SMILES	PMI activator	Diaph act CS	TNAP inh hi DEA	FLuc act counter	G6PDH CS
31	O=C1CCCc2nn(-c3ccccc3)nc21	1.1	1	2	1	8
32	CCOC(=O)C(CCCOc1ccc(C)cc1)C(=O)OCC	1	0.9	-2	1	-1
33	CCOC(=O)/C=c1\sc2n(c1=O)CCN=2	1	0.8	-1	1	9
34	CCC(C)OC(=O)C1C(c2ccccc2)C(C(=O)O)C1c1ccccc1 (stereo not drawn)	0.9	0.8	-4	1.1	-1
35	O=C1CCCC(O)=C1C=Nc1ccc(O)cc1	1	0.9	-7	1.1	4
36	COc1cccc(NC(=S)Nc2cc(C(=O)O)ccc2N2CC3CC(C2)c2cccc(=O)n2C3)c1 (stereo not drawn)	0.7	1	-4	1	6
37	Cc1c(C(=O)O)oc2ccc(S(=O)(=O)N3CCCCC3C(=O)O)cc12 (stereo not drawn)	1.1	0.9	-2	1.1	2
38	CC(C)COn1c(=S)[nH]c2ccccc2c1=O	0.9	0.8	0	0.9	4
39	Cc1ccc(C(=O)NCC(=O)N2CCN(c3ncccn3)CC2)s1	0.9	0.9	-1	1	6
40	COc1ccc(CNC(=S)Nc2cc(C)ccc2C)cc1	0.9	0.9	1	1	-1
41	CC1C/C(=N/Nc2ccc([N+](=O)[O-])cc2[N+](=O)[O-])CC(C)(C)C1 (stereo not drawn)	1	1	10	1	0
42	Cc1nn(C)c(C(=O)N/N=C/c2ccccc2)c1[N+](=O)[O-]	1	0.9	-1	1	-1
43	Cc1nnsc1C(=O)NNC(=O)Nc1ccccc1	0.9	0.9	-7	1.1	3
44	COc1ccccc1CN=C1Nc2ccccc2CS1	0.9	1	-5	1	5
45	CCOC(=O)NC(=O)C(=CNc1cccc(C)c1)C(=O)NC(=O)OCC	1	0.8	-5	1	1

#	TNAP inh noacc	TNAP act hi DEA	PMI act satM6P	HMGR II inh	Diaph inh CS
31	2	1	1.1	-4	1
32	-18	1	1	-8	13
33	-4	1	0.9	-4	19
34	-7	1	0.9	-1	18
35	-8	1.1	0.9	0	14
36	-9	1	0.8	1	-4
37	-12	1	1.1	-4	13
38	-7	1	0.9	-1	15
39	-9	1	1	-4	6
40	1	1	0.9	0	12
41	7	0.9	1	0	4
42	-8	1	1	2	5
43	0	1.1	1	-8	8
44	-10	1.1	0.9	4	-3
45	-5	1.1	1	-1	17

A stretch from further up, as a working copy:
#	SMILES	PMI activator	Diaph act CS	TNAP inh hi DEA	FLuc act counter	G6PDH CS
31	O=C1CCCc2nn(-c3ccccc3)nc21	1.1	1	2	1	8
32	CCOC(=O)C(CCCOc1ccc(C)cc1)C(=O)OCC	1	0.9	-2	1	-1
33	CCOC(=O)/C=c1\sc2n(c1=O)CCN=2	1	0.8	-1	1	9
34	CCC(C)OC(=O)C1C(c2ccccc2)C(C(=O)O)C1c1ccccc1 (stereo not drawn)	0.9	0.8	-4	1.1	-1
35	O=C1CCCC(O)=C1C=Nc1ccc(O)cc1	1	0.9	-7	1.1	4
36	COc1cccc(NC(=S)Nc2cc(C(=O)O)ccc2N2CC3CC(C2)c2cccc(=O)n2C3)c1 (stereo not drawn)	0.7	1	-4	1	6
37	Cc1c(C(=O)O)oc2ccc(S(=O)(=O)N3CCCCC3C(=O)O)cc12 (stereo not drawn)	1.1	0.9	-2	1.1	2
38	CC(C)COn1c(=S)[nH]c2ccccc2c1=O	0.9	0.8	0	0.9	4
39	Cc1ccc(C(=O)NCC(=O)N2CCN(c3ncccn3)CC2)s1	0.9	0.9	-1	1	6

#	TNAP inh noacc	TNAP act hi DEA	PMI act satM6P	HMGR II inh	Diaph inh CS
31	2	1	1.1	-4	1
32	-18	1	1	-8	13
33	-4	1	0.9	-4	19
34	-7	1	0.9	-1	18
35	-8	1.1	0.9	0	14
36	-9	1	0.8	1	-4
37	-12	1	1.1	-4	13
38	-7	1	0.9	-1	15
39	-9	1	1	-4	6

The listing continues.
#	SMILES	PMI activator	Diaph act CS	TNAP inh hi DEA	FLuc act counter	G6PDH CS
46	CCCCc1ccc(-c2csc(/C(C#N)=C\c3ccc(C)o3)n2)cc1	0.9	0.7	4	1	1
47	Cc1ccc2nc(NC(=O)CCNS(=O)(=O)c3ccc(Br)s3)sc2c1	0.9	0.7	-2	1	-3
48	COC(=O)COC(=O)c1ccc(O)cc1	1	1	0	1.1	8
49	Cc1cc(C)nc(-n2nc(C)c3c(C(F)F)cc(C)nc32)n1	1	0.9	-9	1	-2
50	O=c1c(Cc2ccc(Cl)cc2Cl)c(O)ccn1Cc1ccc(Cl)cc1	0.8	0.9	-1	1	-1
51	O=C(Cn1ncc2c(=O)oc3ccccc3c21)NCCc1ccsc1	0.9	0.8	-6	1.1	-11

#	TNAP inh noacc	TNAP act hi DEA	PMI act satM6P	HMGR II inh	Diaph inh CS
46	-1	1	0.9	1	26
47	-10	1	0.9	-1	26
48	4	1	1	-11	4
49	-14	1.1	1.1	-3	10
50	-5	1	0.9	-7	10
51	-8	1.1	0.8	-4	21
